Growth percent in the NCI-60 one-dose screen (48 h, 10 µM unless noted): 100 = growth as untreated, 0 = no growth, -100 = all killed.
SN12C: SN12C renal cancer cells | hit rate 3.8% among 81,000
SF-295: SF-295 CNS cancer cells | hit rate 5.6% among 79,000 | AID 1794758
TK-10: TK-10 renal cancer cells. hit rate 3.9% among 81,000
786-0: 786-0 renal cancer cells; hit rate 5.1% among 81,000; AID 1794775
CAKI-1: CAKI-1 renal cancer; hit rate 4.7% among 75,000; AID 1794772
UO-31: UO-31 renal cancer; hit rate 5.2% among 81,000
SF-268: SF-268 CNS cancer cells | AID 1794759 | hit rate 3.1% among 82,000
U251: U251 CNS tumor cells; hit rate 5.4% among 80,000
* hit, by the source's call; nt = not tested or not shown; & = joins results of further samples; [ ] = another dose, or the depositor's remark. The calls were made as follows: active = growth percent below 10; inactive = the rest.

Values run as follows: U251	UO-31	786-0	SF-268	CAKI-1	TK-10	SF-295	SN12C
O=c1[nH]c(N2CCOCC2)nc2c3c(sc12)CCCC3
  101	89	110	95	nt	103	91	100
CCOC(=O)c1c(C)nc2c(c1N)/C(=C/c1ccccc1[N+](=O)[O-])C(=O)N2c1cc(OC)c(OC)c(OC)c1
  91	86	93	97	99	101	98	93
COc1ccc(/C=C/c2nc3ccccc3c(=O)n2CC(=O)Nc2ccccc2)cc1
  16	-33*	-43*	54	35	-9.9*	13	8.2*
COc1cc2c(cc1OC)C(=O)C(c1ccc3c(c1)OCO3)CC2 (stereo not given)
  105	90	116	100	90	109	93	102
CCOC(=O)c1nc2c3ccccc3ccn2c1C(=O)OC
  96	92	94	101	97	81	106	97
NC(=O)c1[nH]c2cccnc2c1Sc1cccc(Cl)c1
  98	76	97	107	nt	112	110	98
CCCCCCCCCCCCCCCCCCOc1ccccc1CCOP(=O)([O-])OCC[N+](C)(C)C
  35	78	86	70	66	34	63	87
Cc1ccc(N=Nc2ccc(O)c(C)c2)cc1
  85	43	88	73	73	125	105	79
CC(C)C[C@H](NC(=O)Cn1cccc(CNC(=O)c2ccccc2)c1=O)B(O)O
  17	51	29	-20*	nt	17	1.4*	nt
COc1ccc(/C=C2\C=C(c3ccc(Cl)c(Cl)c3)N(C(=O)c3ccccc3)NC2=O)cc1
  95	64	93	91	78	147	97	89
Clc1ccc(-c2csc(N/N=C/c3nc4ccccc4n3C3CC3)n2)cc1
  97	84	109	95	90	86	97	104
CC(=O)OC1CCC2(C)C(=CCC3C2CCC2(C)C3CC3OC4(CCC(C)CO4)C(C)C32)C1 (stereo not given)
  98	82	103	103	93	104	105	91
COc1ccc(OC)c(NC(=O)c2cc(S(=O)(=O)N3CCc4ccccc43)ccc2OC)c1
  92	42	90	96	107	92	73	95
COc1ccc(/C=C/C(=O)n2nc(-c3ccccc3)nc2-c2ccccc2)cc1
  nt	81	104	116	93	105	nt	99
COc1ccc(-c2cc(-c3nnc(SCC(=O)Nc4ccc(/C(C)=N\O)cc4)o3)c3ccccc3n2)cc1OC
  99	78	93	92	nt	97	108	100
CC(=O)c1ccccc1I
  105	90	103	100	nt	89	101	106
O=C(CCl)n1nnnc1-c1ccccc1
  86	75	93	102	85	96	88	93
Cc1nnc2[nH]c(=O)c(/C=C\c3ccco3)nn2c1=O
  92	130	103	109	105	114	113	103
Cc1cccc(OCC(O)CN2CCN(c3ccc(Cl)cc3)CC2)c1 (stereo not given)
  104	82	97	99	93	106	94	100
COc1ccc2cc(-c3cnc4nonc4n3)ccc2c1
  17	38	41	37	30	54	31	39

Profiles, quoted from the list. Screens in order: U251 | UO-31 | 786-0 | SF-268 | CAKI-1 | TK-10 | SF-295 | SN12C
COc1ccc(-c2cc(-c3nnc(SCC(=O)Nc4ccc(/C(C)=N\O)cc4)o3)c3ccccc3n2)cc1OC is listed as 99 | 78 | 93 | 92 | nt | 97 | 108 | 100
COc1ccc2cc(-c3cnc4nonc4n3)ccc2c1 is listed as 17 | 38 | 41 | 37 | 30 | 54 | 31 | 39
Cc1nnc2[nH]c(=O)c(/C=C\c3ccco3)nn2c1=O is listed as 92 | 130 | 103 | 109 | 105 | 114 | 113 | 103
Cc1ccc(N=Nc2ccc(O)c(C)c2)cc1 is listed as 85 | 43 | 88 | 73 | 73 | 125 | 105 | 79
CC(=O)c1ccccc1I is listed as 105 | 90 | 103 | 100 | nt | 89 | 101 | 106

(cont.)
Values run as follows: U251	UO-31	786-0	SF-268	CAKI-1	TK-10	SF-295	SN12C
CCCCCCCCCCCCCCCCCCOc1ccc(CC(=O)OCC[N+](CC)(CC)CC)cc1
  55	89	77	96	86	89	66	56
c1ccc(-c2ccc3ccccc3c2)cc1
  93	85	112	90	98	98	102	96
CCOc1cccc(-c2cnnn2-c2nonc2N)c1
  98	87	95	105	95	101	99	104
Cn1c(N2CCOCC2)nc2c(NCc3cccnc3)cccc2c1=O
  93	88	105	103	86	103	89	108
COC(=O)C(NC(=O)C1(NC(=O)OCc2ccccc2)CCCC1)C(C)C (stereo not given)
  97	83	98	109	92	116	101	103
CC[N+](C)(CC)CCC[N+]12CCC(CC1)CC2
  92	99	96	101	98	90	98	111
Cc1cc(-c2ccccc2)n[nH]1
  100	91	106	105	90	114	95	104
Cn1ncc(C(=O)O)c1-n1cnc2ccc(Cl)cc2c1=O
  99	87	104	118	94	87	101	107
O=C(O)Cc1cccc(=O)c(O)c1C(=O)O
  109	84	100	107	96	108	117	101
COc1ccc(/C=C(\C#N)n2nnc3cc(F)c(F)cc32)cc1
  72	53	61	69	54	72	72	59
Cc1cc(C(=O)/C=C/c2ccc[nH]2)ccc1-n1ccc(C(F)(F)F)n1
  26	-92*	49	49	84	96	85	63
CC(C)C(=O)NNc1ccccc1
  98	86	99	92	96	99	102	98
COc1cc(/C=C/c2cc(/C=C/c3ccc(O)c(OC)c3)n(C(=O)Cc3ccccc3)n2)ccc1O
  -2.6*	-10.0*	10	9.6*	21	nt	8.3*	9.1*
COc1ccc(-c2nc3sc(-c4ccccc4)c(-c4ccccc4)n3c2/C=C/c2ccc(F)cc2)cc1
  99	83	100	98	67	115	97	87
CC(C)(C)Nc1c(-c2c(O)c3ccccc3oc2=O)nc2sccn12
  102	93	103	104	95	101	100	110
Cc1n(Cc2ccc3ccccc3c2)c(Cl)c(Cl)[n+]1Cc1ccc2ccccc2c1
  20	72	50	35	29	52	68	31
Cc1ccc2c(Cn3nnc(C(=O)O)c3C)cc(=O)oc2c1
  99	71	107	103	98	100	98	98
COc1ccc(-c2cs/c(=N\N=C\c3ccc(F)c(OC)c3)n2C)cc1
  82	46	99	87	67	101	75	80
CN(C)c1ccc(C2Cc3ccccc3C(=O)N2c2ccccc2)cc1 (stereo not given)
  73	93	97	92	91	84	61	nt
COc1ccc(/C=C/C(=O)NCCO)cc1
  95	85	100	94	91	92	98	108
O=C1/C(=C\c2cccc(Br)c2)Sc2ccc(Cl)cc21
  103	70	104	98	90	129	104	100
CC(=O)c1c(Nc2ccc(F)c(F)c2F)[nH]c2c(F)cc(F)cc2c1=O
  0.1*	4.4*	12	18	-10*	13	-35*	1.0*
Nc1ccc(CCc2ccc(N)cc2)cc1
  101	75	91	106	101	101	104	94
COC(=O)C1CCC(=O)N1C(=O)NC1CCCCC1 (stereo not given)
  94	86	92	106	93	103	92	98
CN(c1ccc(F)cc1)S(=O)(=O)c1ccc(-c2cnc(C3CC3)o2)cc1
  23	44	50	64	39	92	-13*	37
CCOc1ccc(NC(=O)c2ccc(NS(C)(=O)=O)c(C)c2)cc1
  104	105	103	108	97	129	nt	107
Cn1c(=O)[nH]c2nc(SCC(=O)Nc3ccc(C(=O)/C=C/c4ccccc4Cl)cc3)[nH]c2c1=O
  100	83	103	102	92	102	96	105
N#Cc1c(C(F)(F)F)cc(=O)[nH]c1O
  104	87	101	107	94	104	98	100
Cc1nc2[nH][nH]c(=O)c2nc1C
  106	91	108	102	96	nt	99	102
Cc1ccc(OCC(COc2ccc(C)cc2)OCCN(C)C)cc1
  79	63	78	88	91	82	98	80
NS(=O)(=O)c1cccc(N/C=C/C(=O)c2ccc(Cl)cc2)c1
  99	89	98	103	101	93	86	95
N#CC1=C(N)CC(=O)N1c1ccc(NC(=O)c2ccccc2-c2ccccc2C(=O)O)cc1
  103	116	107	109	97	109	128	97
COc1ccc(C(=N)c2ccc(N(C)C)cc2)cc1
  80	73	79	84	43	nt	48	90
C=CCC1(CC=C)C[C@H]2CO[C@H](O2)C1=O
  103	87	99	111	95	91	97	97
C[C@]12CC[C@H]3[C@@H](CC=C4C[C@@H](O)CC[C@@]43C)[C@@H]1CC(=O)C2
  99	102	97	108	nt	111	nt	106
O=C(Nc1nc2ccc(F)cc2s1)c1cccnc1Nc1ccc(Cl)cc1Cl
  16	28	46	29	-0.3*	11	4.3*	9.6*
COC(=O)c1cc(Cl)nc(SC)n1
  99	89	102	98	nt	98	100	103
O=S(=O)(Nc1ccc(OC(F)F)cc1)c1ccc(-c2cnc(C3CC3)o2)cc1
  nt	60	84	75	47	102	53	77
O=C(CNc1nc(-c2cccc([N+](=O)[O-])c2)cs1)Nc1ccc(Cl)cc1[N+](=O)[O-]
  104	86	103	103	96	107	106	101
O=C1c2cccnc2C(=O)c2c1c(C(=O)NCCn1ccnc1)c1ccccn21
  13	61	49	24	87	116	30	4.8*
N#CC(c1ccc(N)cc1)C(CC(=O)c1ccccc1)c1ccccc1 (stereo not given)
  84	90	111	103	91	82	83	110
O=S(=O)(Nc1ccc(Cl)nn1)c1ccc(Nc2nc3ccccc3s2)cc1
  104	79	108	103	77	169	103	102
CSc1nc(Nc2cccc(NC(=O)CCl)c2)c(C#N)c(-c2cccc([N+](=O)[O-])c2)n1
  nt	67	73	34	52	137	95	34
O=C(CSc1nc2ccccc2c(=O)n1-c1ccccc1)c1cc2cc(Cl)ccc2oc1=O
  99	76	102	91	85	145	107	93
O=C1O/C(=C\c2ccccc2)c2ccccc21
  96	89	97	103	100	96	102	101
CCCCN(CCCC)CCCCCCCN1CCCc2cc(OC)ccc21
  78	76	97	93	91	104	89	77
COc1ccc(C2NC(=O)NC(C)=C2C(=O)OC(C)C)cc1O (stereo not given)
  104	88	104	101	84	93	97	102
CCN(CC)CCCCCCNc1cc(OC)c(Cl)c2cccnc12
  74	52	74	85	85	85	82	68
O=S(=O)(O)c1cc(Cl)cc(Cl)c1O
  102	96	104	100	89	109	nt	106
O=C(NC1CCCC1)c1ccc(N2CCC(NCc3cccc(C(F)(F)F)c3)CC2)cc1
  83	62	84	90	101	101	96	94
Cc1nc2cc(Nc3nc(NCCN)nc(Nc4ccc(F)cc4)n3)ccc2n1Cc1ccccc1
  77	89	82	72	94	101	80	85
CCCCNc1cc(=O)[nH]c(N)n1
  102	97	102	107	91	103	103	108
Cc1oc(-c2ccccc2)cc1C(=O)Nc1ccc(F)cc1
  96	84	98	97	91	180	94	99
CCNC(=O)Oc1ccc(/C(=C(/C)Cc2ccc(OC)cc2)c2ccc(OCCN3CCCCCC3)cc2)cc1
  45	53	72	75	82	84	88	69
CCSC(SCC)C(O)C(O)C(O)C(O)CO (stereo not given)
  98	96&85	96&122	101&114	100&86	110	105&106	112&96
Cc1c2ccccc2c(C)c2c1ccc1ccccc12
  95	80	92	99	89	111	97	94
O=C1NC(=S)N/C1=C\c1ccc(Cl)cc1Cl
  96	77	110	97	104	102	102	96
CCN1CCN(CCCNc2nccc(-c3c(-c4ccc(F)c(O)c4)nc4sccn34)n2)S1(=O)=O
  113	104	106	120	84	104	107	107
CCOC(=O)Oc1c(OC)cc(C(=O)c2ccc(OC)c(OC(=O)CCl)c2OC)cc1OC
  19	47	19	44	30	39	21	42
CC(C)CSc1nc(NC2CC2)c(C#N)c(-c2ccc(F)cc2)n1
  75	83	77	89	nt	91	82	76

(further entries)
Values run as follows: U251	UO-31	786-0	SF-268	CAKI-1	TK-10	SF-295	SN12C
N#Cc1sc2nc(-c3cc4ccccc4o3)cc(-c3ccc(Cl)cc3)c2c1N
  102	76	106	101	nt	143	95	96
CCNc1nc2ccccc2c2c(=O)c3cccc(OC)c3sc12
  91	58	101	97	89	96	99	90
c1ccc(-c2nc(-c3ccc4c(c3)CCO4)[nH]c2-c2ccccc2)cc1
  105	80	106	99	89	115	97	101
COc1ccc(-c2c(C#N)c(-c3ccc(Cl)cc3)nc3c2c(-c2ccccc2)nn3-c2ccccc2)cc1OC
  102	93	94	97	82	80	104	95
CC1CCCC2C1NC(=O)[C@]21N2CCC[C@@H]2[C@@H](C(=O)C2CCCCC2)[C@]12C(=O)NC1CCCCC12 (stereo not given in full)
  86[20 µM]	66[20 µM]	93[20 µM]	90[20 µM]	nt	114[20 µM]	88[20 µM]	92[20 µM]
Cc1nn(-c2cc(=O)[nH]c3ccc(Cl)cc23)c(N)c1C#N
  102	71	106	102	86	133	100	102
O=[N+]([O-])c1cccc2ncccc12
  102	97	111	102	92	110	102	105
CC1(C)CC(=O)C(/C=N/C(=S)Nc2ccc(S(N)(=O)=O)cc2)=C(O)C1
  101	88	117	97	97	102	107	103
COc1cc(CCC[P+](c2ccccc2)(c2ccccc2)c2ccccc2)cc2c1OCO2
  24	88	64	26	86	19	69	36
CCCCNc1nc(SCc2ccc(Cl)cc2Cl)ncc1C
  90	74	93	90	nt	95	92	89
O=C1c2ccccc2C(=O)N1CCCN1C(=O)c2ccccc2C1=O
  108	85	99	107	107	105	122	100
CCCCCCCSC(=S)NC1c2ccccc2Oc2ccccc21
  90	79	87	100	88	90	102	nt
Oc1c(Cl)cc(CNc2ccccc2)cc1Cl
  97	94	103	100	nt	93	105	93
Nc1cccc(Nc2nc(N)nc3c2CCc2occc2-3)c1
  108	74	107	90	nt	123	107	99
C=C(C)[C@@H]1CC[C@]2(C(=O)N[C@@H](Cc3ccccc3)C(=O)O)CC[C@]3(C)[C@H](CC[C@@H]4[C@@]5(C)Cc6c([nH]c7ccccc67)C(C)(C)[C@@H]5CC[C@]43C)[C@@H]12
  53	45	37	50	27	84	44	24
CCOC(=O)c1cc(CC)sc1NC(=O)CC(C)=O
  35	41	55	60	53	71	43	53
COc1ccc(C2=NN(/C=C3\SC(=O)NC3=Nc3ccc(Cl)cc3)C(c3ccc(F)cc3)C2)cc1 (stereo not given)
  96	71	92	96	88	95	95	96
CCOC(=O)c1ccc(N/C=C/C(=O)c2ccc(OC)cc2)cc1
  95	84	89	104	91	67	42	101

Of the compounds above, these have a thiophene ring, fused or not.
Values run as follows: U251	UO-31	786-0	SF-268	CAKI-1	TK-10	SF-295	SN12C
O=c1[nH]c(N2CCOCC2)nc2c3c(sc12)CCCC3
  101	89	110	95	nt	103	91	100
N#Cc1sc2nc(-c3cc4ccccc4o3)cc(-c3ccc(Cl)cc3)c2c1N
  102	76	106	101	nt	143	95	96
CCOC(=O)c1cc(CC)sc1NC(=O)CC(C)=O
  35	41	55	60	53	71	43	53
